Tb hexokinase – blocks Trypanosoma brucei hexokinase 1 activity | inhibition, % at 10 µM | hit rate 0.11% among 220,000 | recombinant TbHK1, G6PDH-coupled NADH A340;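 active = inhibition of 50% or more in the single-dose primary screen; inactive = inhibition below 50%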
EBV gp42 inh – EBV gp42 inhibition; Q1HVG2; Fluorescence polarization binding assay, mP read-out; inhibition, % (tested at 21.74 µM); hit rate 0.42% among 220,000; AID 1085; in the data active = inhibition above about 50%
Target sequence (Q1HVG2 whole entry, looked up): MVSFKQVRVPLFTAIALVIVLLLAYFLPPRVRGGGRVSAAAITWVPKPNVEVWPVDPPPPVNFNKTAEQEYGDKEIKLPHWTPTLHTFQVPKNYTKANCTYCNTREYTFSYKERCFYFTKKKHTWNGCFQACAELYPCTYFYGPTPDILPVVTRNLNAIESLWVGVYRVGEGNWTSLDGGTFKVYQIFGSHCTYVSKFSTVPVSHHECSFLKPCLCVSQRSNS
Furin inh – human furin inhibition. purified furin, fluorogenic substrate cleavage. inhibition, % at 30 µM. hit rate 0.061% among 220,000; in the data active = inhibition above about 25%; also: inactives centre near -15
p97 ATPase inh – inhibitors of human p97 ATPase; P55072; recombinant p97 ATPase, Kinase-Glo ATP luminescence, 3 h; inhibition, % at 8 µM; hit rate 0.42% among 220,000; in the data active = inhibition above about 15%;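 also: 0% = DMSO vehicle and 100% = wells lacking enzyme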
Runt-SMMHC FRET – blocks binding of human RUNX1 Runt domain to CBFb-SMMHC | inhibition, % at 20 µM | hit rate 0.74% among 220,000 | Q01196+Q13951 | Cerulean-Runt/Venus-CBFb-SMMHC FRET ratio 530/480, 1 h;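 active = mean inhibition across duplicate retests at 20 µM reaching about 50%, limit read from the data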;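 also: 0% = DMSO wells and 100% = wells with excess untagged CBFb-SMMHC; inhibitors lower the FRET ratio by blocking Runt binding to CBFb-SMMHC; some results filed as inactive read as strong as hits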
Target sequence (Q01196 whole entry, looked up, the tested form may be a part): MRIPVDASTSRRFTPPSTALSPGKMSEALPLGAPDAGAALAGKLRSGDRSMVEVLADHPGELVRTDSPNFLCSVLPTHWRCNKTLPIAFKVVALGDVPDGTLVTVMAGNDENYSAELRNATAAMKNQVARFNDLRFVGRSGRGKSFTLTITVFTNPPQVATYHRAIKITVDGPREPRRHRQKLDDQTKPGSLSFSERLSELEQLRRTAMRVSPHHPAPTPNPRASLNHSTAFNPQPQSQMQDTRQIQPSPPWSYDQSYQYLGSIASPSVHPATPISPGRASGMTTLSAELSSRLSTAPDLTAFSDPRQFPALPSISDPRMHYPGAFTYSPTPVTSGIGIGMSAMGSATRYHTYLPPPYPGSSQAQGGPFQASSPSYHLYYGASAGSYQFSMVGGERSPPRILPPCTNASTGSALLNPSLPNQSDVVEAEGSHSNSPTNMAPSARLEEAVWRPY
Target sequence (Q13951 whole entry, looked up, the tested form may be a part): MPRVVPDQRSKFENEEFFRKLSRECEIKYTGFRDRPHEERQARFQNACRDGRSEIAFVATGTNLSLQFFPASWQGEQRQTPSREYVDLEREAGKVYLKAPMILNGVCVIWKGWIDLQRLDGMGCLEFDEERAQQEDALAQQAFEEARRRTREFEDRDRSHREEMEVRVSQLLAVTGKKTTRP
RBBP9 inhibitor – human RBBP9 hydrolase inhibition | O75884 | recombinant RBBP9, FP-Rh probe fluorescence polarization | inhibition, % at 7.94 µM | hit rate 0.2% among 220,000 | AID 1515;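 active = inhibition above the campaign mean of all tested compounds plus 3 SD, cut at about 14% in these data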;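 also: plate controls were DMSO wells with RBBP9 for no effect and wells lacking RBBP9 protein for full effect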
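Measured by – fluorescence polarization · Test system – RBBP9 protein · Input – 2.5 µM RBBP9 dispensing solution, before mixing · Measure – percent inhibition from mP, scaled between DMSO and no-protein wells · Benchmarks – DMSO-treated enzyme wells and wells lacking RBBP9 · Times – preincubation 30 min plus labeling 45 min at 25 °C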
p47phox inh – inhibitors of human p47phox binding; P14598; p47phox/p22phox peptide binding, fluorescence polarization, 2 h; inhibition, % at 24.7 µM; hit rate 0.53% among 220,000; AID 1274;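 active = inhibition above about 30%, limit read from the data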;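 also: 0% = p47phox with labelled peptide and 100% = labelled peptide alone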
m-calpain inh – inhibitors of pig calpain II. inhibition, % at 16 µM. purified calpain II, fluorogenic peptide substrate, 30 min. hit rate 0.37% among 220,000;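 active = inhibition above about 50%, limit read from the data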
Runt-CBFb FRET – Runt domain-CBFb interaction inhibition | inhibition, % at 20 µM | Cerulean-Runt/Venus-CBFb FRET ratio 530/480, 1 h | hit rate 0.46% among 220,000;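 active = inhibition over about 50% at 20 µM in the single-dose screen, limit read from the data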;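 also: 0% = DMSO wells and 100% = excess unlabeled CBFb competitor control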
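test system = Cerulean-tagged RUNX1 Runt domain (FRET donor) fusion protein | reagent = Venus-CBFb binding partner, 100 nM | incubation = protein complex preformed 1 h, compound exposure 1 h, room temperature, dark | detection = FRET fluorescence | read-out basis = loss of energy transfer signal | controls = 5 µM unlabeled CBFb as full-inhibition high control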
Numbers without * were called inactive; [ ] = another dose, or the depositor's remark.

Cn1c(O)c(C=NCCCNC2CCCCC2)c(=O)n(C)c1=O was read as Tb hexokinase -1, EBV gp42 inh -20, Furin inh -31[20 µM], p97 ATPase inh 3, Runt-SMMHC FRET 3, RBBP9 inhibitor -3, p47phox inh -10, m-calpain inh 3 and Runt-CBFb FRET -1.
Screening COc1ccc(NC(=O)c2cc([N+](=O)[O-])ccc2N2CCNCC2)cc1 returned Tb hexokinase -9, EBV gp42 inh 7, Furin inh 0, p97 ATPase inh -3, Runt-SMMHC FRET -1, RBBP9 inhibitor -6, p47phox inh -2, m-calpain inh 19 and Runt-CBFb FRET 0.
`Cc1cccc(CN2CCCC(C(=O)c3cccc(OC(C)C)c3)C2)n1` (centres undefined) gave Tb hexokinase 2, EBV gp42 inh 1, Furin inh -12, p97 ATPase inh -3, RBBP9 inhibitor -2, p47phox inh -5 and m-calpain inh 21.
`CCN1CCC(O)(c2ccccc2)C(C(=O)c2ccccc2)C1` (centres undefined) gave Tb hexokinase 9, Furin inh -19[20 µM], p97 ATPase inh 4 and RBBP9 inhibitor 0.
For COC(=O)[C@H]1C[C@@H]1[C@H](NP(=O)(c1ccccc1)c1ccccc1)c1ccccc1 the results were Tb hexokinase -2, EBV gp42 inh -12, Furin inh -19, p97 ATPase inh 0, Runt-SMMHC FRET 2, RBBP9 inhibitor -7, p47phox inh -5, m-calpain inh -3 and Runt-CBFb FRET -1.
CCOc1ccc2[nH]c(=O)c(CN(CCO)C3(c4nnnn4C4CCCCC4)CCCCC3)cc2c1 was read as Tb hexokinase -3, EBV gp42 inh -1, Furin inh -28, p97 ATPase inh 3, Runt-SMMHC FRET -5, RBBP9 inhibitor -9, p47phox inh -9, m-calpain inh -31 and Runt-CBFb FRET -14.
Screening O=P(Nc1ccccc1)(Nc1ccccc1)Oc1ccccc1 returned Tb hexokinase 7, EBV gp42 inh -5, Furin inh -8, p97 ATPase inh -7, Runt-SMMHC FRET 1, RBBP9 inhibitor -2, p47phox inh 11, m-calpain inh 34 and Runt-CBFb FRET 1.
For O=C(O)c1ccc(N=Cc2c(O)n(Cc3ccc(F)cc3)c(=O)[nH]c2=O)cc1 the results were Tb hexokinase -12, EBV gp42 inh -15, Furin inh -1, p97 ATPase inh -4, Runt-SMMHC FRET 0, RBBP9 inhibitor -6, p47phox inh 2, m-calpain inh 19 and Runt-CBFb FRET -1.
For O=C(c1ccccc1)C1NC1c1ccccc1 (centres undefined) the results were Tb hexokinase -1, EBV gp42 inh -2, Furin inh -27, p97 ATPase inh 3, Runt-SMMHC FRET -2, RBBP9 inhibitor 4, p47phox inh -4, m-calpain inh -18 and Runt-CBFb FRET -2.
For Cc1cccc(OCC(=O)N2CCN(Cc3ccncc3)CC2)c1 the results were Tb hexokinase -12, EBV gp42 inh -3, Furin inh -1[20 µM], p97 ATPase inh -5, Runt-SMMHC FRET 2, RBBP9 inhibitor -13, p47phox inh -4, m-calpain inh 9 and Runt-CBFb FRET -1.
`O=C(c1ccc2c(=O)n(Cc3ccc4c(c3)OCO4)c(=S)[nH]c2c1)N1CCC2(CC1)OCCO2` gave Tb hexokinase -8, EBV gp42 inh -5, Furin inh -2, p97 ATPase inh 2, Runt-SMMHC FRET -1, RBBP9 inhibitor 3, p47phox inh -9, m-calpain inh -29 and Runt-CBFb FRET 1.
For O=c1c2ccccc2nc(-c2ccccc2)n1-c1ccccc1 the results were Tb hexokinase -11, EBV gp42 inh -1, Furin inh -4, p97 ATPase inh -3, Runt-SMMHC FRET 3, RBBP9 inhibitor -10, p47phox inh -4, m-calpain inh 14 and Runt-CBFb FRET 0.
`CN1CCN(c2ncnc3ccc(Br)cc23)CC1` gave Tb hexokinase -14, EBV gp42 inh -13, Furin inh -5, p97 ATPase inh -2, Runt-SMMHC FRET -1, RBBP9 inhibitor -10, p47phox inh 0, m-calpain inh -13 and Runt-CBFb FRET 0.
Screening O=C1NC(=O)N(CCc2ccc(F)cc2)C(=O)/C1=C/c1cccs1 returned Tb hexokinase -1, EBV gp42 inh -2, Furin inh -19, p97 ATPase inh 0, Runt-SMMHC FRET 19, RBBP9 inhibitor -8, p47phox inh -15 and m-calpain inh -12.
Screening COc1ccc(C(C)=O)cc1CC(C(=O)c1ccc(C)cc1)N(C)C (centres undefined) returned Tb hexokinase -16, EBV gp42 inh -16, Furin inh -21, p97 ATPase inh -4, Runt-SMMHC FRET 1, RBBP9 inhibitor -13, p47phox inh -24, m-calpain inh -14 and Runt-CBFb FRET 0.
Screening CC(=O)N1CN2CN(C(C)=O)CC(C(=O)c3ccccc3)(C2)C1 returned Tb hexokinase -1, EBV gp42 inh -3, Furin inh -17, p97 ATPase inh 3, Runt-SMMHC FRET 2, RBBP9 inhibitor -7, p47phox inh -5, m-calpain inh 13 and Runt-CBFb FRET -1.
For Nc1ccccc1C(=O)OCC(=O)c1ccc2c(c1)OCCO2 the results were Tb hexokinase -14, EBV gp42 inh -1, Furin inh -11, p97 ATPase inh -9, Runt-SMMHC FRET -1, RBBP9 inhibitor -6, p47phox inh 0, m-calpain inh 3 and Runt-CBFb FRET 2.
Screening Cc1sc(-n2c(C)cc(C=C3C(=O)NC(=O)NC3=O)c2C)c(C#N)c1C returned Tb hexokinase -12, EBV gp42 inh -51, Furin inh -11, p97 ATPase inh 3, Runt-SMMHC FRET 2, RBBP9 inhibitor 3, p47phox inh -118, m-calpain inh -15 and Runt-CBFb FRET 16.
For CC(C)(C)[C@]1(O)C[C@@H]2OC(=O)C[C@@]23C(=O)O[C@@H]2OC(=O)[C@H](O)[C@]213 the results were Tb hexokinase 2, EBV gp42 inh 0, Furin inh -21, p97 ATPase inh 5, Runt-SMMHC FRET 0, RBBP9 inhibitor -5, p47phox inh -5, m-calpain inh -23 and Runt-CBFb FRET -3.
O=c1c2ccccc2nc(/C=C/c2ccc(O)cc2)n1-c1cccc(O)c1 was read as Tb hexokinase -5, EBV gp42 inh -2, Furin inh -18, p97 ATPase inh 6, Runt-SMMHC FRET -188, RBBP9 inhibitor -8, p47phox inh -13, m-calpain inh -28 and Runt-CBFb FRET -122.
Screening c1ccc(-c2[nH]c(-c3ccccc3)[n+](CC3CO3)c2-c2ccccc2)cc1 (centres undefined) returned Tb hexokinase 1, EBV gp42 inh 57*, Furin inh -5, p97 ATPase inh -1, Runt-SMMHC FRET -1, RBBP9 inhibitor -10, p47phox inh -4, m-calpain inh 9 and Runt-CBFb FRET 0.
Screening Cc1cnn(C2CCN(C)CC2)c1N returned Tb hexokinase 3, EBV gp42 inh -7, Furin inh -7[20 µM], p97 ATPase inh -2, Runt-SMMHC FRET 6, RBBP9 inhibitor -12, p47phox inh -10, m-calpain inh -18 and Runt-CBFb FRET 2.
Screening Cc1ccc2nc(N3CCC(C(=O)N4CCC5(CC4)OCCO5)CC3)sc2c1 returned Tb hexokinase -2, EBV gp42 inh -11, Furin inh -8, p97 ATPase inh 2, Runt-SMMHC FRET 6, RBBP9 inhibitor 0, p47phox inh -6, m-calpain inh -11 and Runt-CBFb FRET -2.
CCOc1ccccc1-n1c(O)c(C=NCCCN(CC)CC)c(=O)[nH]c1=O was read as Tb hexokinase 4, EBV gp42 inh -21, Furin inh -12, p97 ATPase inh 3, Runt-SMMHC FRET -1, RBBP9 inhibitor -1, p47phox inh -15, m-calpain inh -13 and Runt-CBFb FRET 0.
Screening O=C(c1cccn2c(=O)c3cc(Br)ccc3nc12)N1CCC2(CC1)OCCO2 returned Tb hexokinase -20, EBV gp42 inh 15, Furin inh -15[20 µM], p97 ATPase inh 3, Runt-SMMHC FRET 6, RBBP9 inhibitor -7, p47phox inh 3, m-calpain inh inactive and Runt-CBFb FRET 9.
For CCc1cccc(CC)c1NC(=S)N1CC2CC(C1)c1cccc(=O)n1C2 (centres undefined) the results were Tb hexokinase 4, EBV gp42 inh 0, Furin inh -11, p97 ATPase inh 0, Runt-SMMHC FRET -2, RBBP9 inhibitor -3, p47phox inh -11, m-calpain inh -16 and Runt-CBFb FRET 2.
For COC(=O)C(O)(c1ccc(NC(=O)c2cccs2)c(C)c1)C(F)(F)F (centres undefined) the results were Tb hexokinase -2, EBV gp42 inh -7, Furin inh -13, p97 ATPase inh -6, Runt-SMMHC FRET 0, RBBP9 inhibitor 3, p47phox inh -3, m-calpain inh 14 and Runt-CBFb FRET -1.
Screening COc1cc(C2NCc3ccccc3-n3cccc32)ccc1O (centres undefined) returned Tb hexokinase 8, EBV gp42 inh -13, Furin inh -18[20 µM], p97 ATPase inh 4, Runt-SMMHC FRET -1, RBBP9 inhibitor -8, p47phox inh -3, m-calpain inh -5 and Runt-CBFb FRET 1.
`CCC1(CCc2ccncc2)C(=O)NC(=O)NC1=O` gave Tb hexokinase -4, EBV gp42 inh -11, Furin inh -18[20 µM], p97 ATPase inh 3, Runt-SMMHC FRET 1, RBBP9 inhibitor 2, p47phox inh -8, m-calpain inh 14 and Runt-CBFb FRET -1.
O=C1C2CCCN2C(c2cccnc2)N1c1ccc(Cl)c(Cl)c1 (centres undefined) was read as Tb hexokinase 2, EBV gp42 inh -4, Furin inh -6, p97 ATPase inh -2, Runt-SMMHC FRET 3, RBBP9 inhibitor 2, p47phox inh -7, m-calpain inh 1 and Runt-CBFb FRET -8.
C=CCn1c(O)c(C(C)=Nc2ccc3c(c2)CCC3)c(=O)[nH]c1=O was read as Tb hexokinase -10, EBV gp42 inh -2, Furin inh -22, p97 ATPase inh -8, Runt-SMMHC FRET 0, RBBP9 inhibitor -5, p47phox inh -3, m-calpain inh 16 and Runt-CBFb FRET -2.
For CCCSc1nc(O)c(CC)c(=O)n1C(C)CC (centres undefined) the results were Tb hexokinase 5, EBV gp42 inh -5, Furin inh -11[20 µM], p97 ATPase inh 0, Runt-SMMHC FRET 1, RBBP9 inhibitor -6, p47phox inh 1, m-calpain inh 25 and Runt-CBFb FRET 1.
Screening Cc1cc(NC(=O)CCC(=O)N2CCC3(CC2)OCCO3)no1 returned Tb hexokinase -2, EBV gp42 inh -1, Furin inh -18, p97 ATPase inh 2, Runt-SMMHC FRET -5, RBBP9 inhibitor 1, p47phox inh -7, m-calpain inh -18 and Runt-CBFb FRET -2.
`CN1c2ccc([N+](=O)[O-])cc2CC2(C(=O)NC(=O)N(c3ccccc3)C2=O)C1c1ccccc1` (centres undefined) gave Tb hexokinase 6, EBV gp42 inh -1, Furin inh -13, p97 ATPase inh 1, Runt-SMMHC FRET -7, RBBP9 inhibitor -2, p47phox inh -1, m-calpain inh -25 and Runt-CBFb FRET -5.
`CCCCCCn1c(O)c(C=NCCCn2ccnc2)c(=O)[nH]c1=O` gave Tb hexokinase 5, EBV gp42 inh -126, Furin inh -12[20 µM], p97 ATPase inh -9, Runt-SMMHC FRET -1, RBBP9 inhibitor -6, p47phox inh -22, m-calpain inh -11 and Runt-CBFb FRET 1.
`CCn1c(O)c(C=NCCc2c[nH]c3ccccc23)c(=O)[nH]c1=O` gave Tb hexokinase 3, EBV gp42 inh -20, Furin inh -30[20 µM], p97 ATPase inh 3, Runt-SMMHC FRET -2, RBBP9 inhibitor -12, p47phox inh -15, m-calpain inh -12 and Runt-CBFb FRET -1.

Bioassay records (PubChem)

Some of the compounds tested. The share of hits here may be higher or lower than overall.
